Keap1 Nrf2 FP = inhibitors of human Keap1-Nrf2 protein-protein interaction | Keap1 Kelch-Nrf2 peptide fluorescence polarization, 1536-well | 340,000 compounds, 0.15% hits | Q14145 | AID 504523 | inhibition, % at 9.4 µM; in the data active = inhibition above about 12%;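 also: human Keap1 Kelch domain with fluorescein labeled Nrf2 9mer peptide probe; 0% = neutral control wells and 100% = peptide positive control; higher means more block of Keap1 binding to Nrf2 peptide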
RTF Ca sens inh = cardiac RTF calcium desensitization | IANBD-labeled cardiac RTF, Ca2+ fluorescence | inhibition, % at 7.15 µM | 340,000 compounds, 0.12% hits | AID 493244;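 active = inhibition above the mean inhibition of all tested compounds plus 3 SD, cut at about 17% in these data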;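 also: assay run at fixed EC70 calcium of 1.6 mM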
SR-BI DiI-HDL act = SR-BI HDL lipid transfer activation; CHO ldlA[mSR-BI] cells, DiI-HDL uptake fluorescence, 3 h; 100 = double the neutral-control signal; activation, % at 12.5 µM; 320,000 compounds, 0.096% hits;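 active = mean replicate activation of at least 60% and every replicate at or above 60%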;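 also: 0% = median plate neutral-control signal and 100% = twice that signal; values of inactives mirror those of a sister screen read the other way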
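Assay system: LDL receptor-deficient CHO ldlA cells overexpressing murine SR-BI / Medium: BSA-supplemented, HEPES-buffered Ham's F12, pH 7.4 / Probe or stimulus: DiI-labelled HDL at 10 µg/mL final / Timing: compound with DiI-HDL co-incubation, 3 h at 37 °C / Technique: bottom-read cell fluorescence after medium removal, ex 550/em 595 nm / Measure: HDL uptake via cellular fluorescence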
DAGLB inh = blocks human DAGLB lipase activity; inhibition, % at 5.17 µM; Q8NCG7; 340,000 compounds, 0.059% hits; AID 504411; HEK293T DAGLB membrane lysate, EnzChek fluorogenic substrate; in the data active = inhibition above about 34%;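 also: 0% = enzyme with vehicle and 100% = wells lacking enzyme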
PvdQ inh = blocks Pseudomonas aeruginosa PvdQ acylase activity; purified PvdQ acylase, fluorescence plate reader; inhibition, % at 10 µM; 340,000 compounds, 0.063% hits; in the data active = inhibition above about 30%, passing the limit was not always enough;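 also: 0% = vehicle neutral wells and 100% = reference inhibitor wells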
Arr AP2 block = blocks beta-arrestin peptide binding to AP2 adaptin; FITC-arrestin peptide / GST-AP2 beads, flow cytometry; AP2 beta2 appendage carries R879A mutation; inhibition, % at 10 µM; 340,000 compounds, 0.31% hits; AID 504490;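 active = inhibition above a set limit, near 3 SD of compounds lacking own fluorescence, cut at about 54% in these data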;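 also: plate controls were DMSO wells for no effect and 5 µM unlabelled arrestin peptide for full effect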
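System: GST-AP2 R879A glutathione beads. Medium: PBS with 0.05% Tween 20 and 0.1% BSA. Also added: FITC-arrestin peptide, 50 nM. Incubation: 12 min plus 1 h, RT. Measured by: high-throughput flow cytometry of beads, ex 488, em 535 nm. Evaluation: percent drop in bead-associated FITC signal.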
PKA-R2B activ = activators of human PKA-R2B complex | AID 504700 | activation, % at 11.4 µM | PKA-R2B holoenzyme dissociation, Cy5-IP20 fluorescence polarization; R2B truncated from residue 108, S112A mutant; 0% DMSO only, 100% 113 µM cGMP | 340,000 compounds, 0.079% hits;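 active = activation above a cutoff set at the mean over all compounds plus 3 SD, cut at about 18% in these data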;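 also: higher means more holoenzyme dissociation and a rise in polarization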
Target sequence (P31323 whole entry, looked up, other chains not shown, the tested form may be a part): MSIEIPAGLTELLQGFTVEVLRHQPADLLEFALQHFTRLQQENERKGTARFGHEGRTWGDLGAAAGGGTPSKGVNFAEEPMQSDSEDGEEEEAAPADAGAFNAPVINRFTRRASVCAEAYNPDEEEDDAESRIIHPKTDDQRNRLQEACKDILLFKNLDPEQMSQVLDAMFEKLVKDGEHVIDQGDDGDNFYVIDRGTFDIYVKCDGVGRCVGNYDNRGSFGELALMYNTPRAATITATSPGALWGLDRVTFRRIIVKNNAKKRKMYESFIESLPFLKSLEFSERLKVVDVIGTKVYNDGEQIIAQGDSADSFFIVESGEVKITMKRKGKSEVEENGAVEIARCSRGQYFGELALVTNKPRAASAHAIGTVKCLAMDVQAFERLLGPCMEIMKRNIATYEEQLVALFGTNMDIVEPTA
SR-BI DiI inh = inhibitors of mouse SR-BI mediated HDL lipid uptake; Q61009; ldlA[mSR-BI] CHO cells, DiI-HDL uptake fluorescence, 3 h; inhibition, % at 12.5 µM; 320,000 compounds, 0.96% hits; AID 488896;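 active = mean replicate inhibition of at least 70% and a set share of replicates each scoring 70 or more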;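 also: 0% = median of neutral control wells and 100% = median of positive control wells; values of inactives mirror those of a sister screen read the other way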
Target sequence (Q61009 whole entry, looked up): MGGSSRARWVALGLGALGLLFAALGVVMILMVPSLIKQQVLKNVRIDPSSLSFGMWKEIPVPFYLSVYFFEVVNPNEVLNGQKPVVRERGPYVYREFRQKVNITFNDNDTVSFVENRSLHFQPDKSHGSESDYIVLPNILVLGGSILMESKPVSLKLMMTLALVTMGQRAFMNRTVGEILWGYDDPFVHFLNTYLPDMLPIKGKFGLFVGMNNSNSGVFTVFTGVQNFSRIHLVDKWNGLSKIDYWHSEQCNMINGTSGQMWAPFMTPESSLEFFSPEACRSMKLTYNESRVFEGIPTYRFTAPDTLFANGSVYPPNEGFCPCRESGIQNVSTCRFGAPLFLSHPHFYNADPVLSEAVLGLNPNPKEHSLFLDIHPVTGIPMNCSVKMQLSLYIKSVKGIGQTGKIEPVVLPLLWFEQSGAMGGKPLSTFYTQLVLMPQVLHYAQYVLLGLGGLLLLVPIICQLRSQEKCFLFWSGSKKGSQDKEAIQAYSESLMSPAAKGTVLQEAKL
NSD2 inh = NSD2 (human) methyltransferase inhibition | NSD2 peptide methylation, AlphaScreen, 120 min | inhibition, % at 12.5 µM | 310,000 compounds, 0.54% hits | AID 743445; in the data active = inhibition above about 50%
C-LANA FP = blocks KSHV LANA C-terminal domain binding to DNA; MBP-C-LANA/FAM-LBS DNA binding, fluorescence polarization; inhibition, % at 9 µM; 340,000 compounds, 0.078% hits;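 active = highest replicate inhibition at or above 60% at 9 µM, even if other replicates fall short; inactive = all replicates below 60% inhibition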;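 also: 0% = neutral control wells and 100% = 4 µM acridine orange control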
Active calls of the source: *. Random draw from the library; overall some 2.1% were active at least once.

What do the screens show for `c1ccc(CSc2ccc(-c3ccc4c(c3)OCO4)nn2)cc1`?
Keap1 Nrf2 FP: -1.3; RTF Ca sens inh: -15.4; SR-BI DiI-HDL act: 27.0; DAGLB inh: -8.5; PvdQ inh: 9.1; Arr AP2 block: 8.3; PKA-R2B activ: -21.4; SR-BI DiI inh: -27.0; NSD2 inh: 6.8; C-LANA FP: -0.7

How did COc1cc(C2/C(=C(\O)c3ccc4c(c3)OCCO4)C(=O)C(=O)N2CCN2CCOCC2)cc(OC)c1OC (centres undefined) do in these assays?
Keap1 Nrf2 FP: -5.7; RTF Ca sens inh: 9.6; SR-BI DiI-HDL act: 6.7; DAGLB inh: -2.4; PvdQ inh: 10.5; Arr AP2 block: 5.8; PKA-R2B activ: 4.3; SR-BI DiI inh: -6.7; NSD2 inh: 0.9; C-LANA FP: -1.8

How did Cc1ccc(N2C(=O)N(CC(=O)Nc3cccc(C)c3C)C(=O)C2C)cc1 (centres undefined) do in these assays?
Keap1 Nrf2 FP: 0.9; RTF Ca sens inh: -6.0; SR-BI DiI-HDL act: -12.2; DAGLB inh: -3.2; PvdQ inh: 3.3; Arr AP2 block: -9.7; PKA-R2B activ: -6.0; SR-BI DiI inh: 12.2; NSD2 inh: -0.3; C-LANA FP: 0.4

What do the screens show for `Cc1ccc(S(=O)(=O)N2CC3(C)CN(S(=O)(=O)c4ccc(C)cc4)CC(C)(C2)C3=O)cc1`?
Keap1 Nrf2 FP: -1.9; RTF Ca sens inh: -2.5; SR-BI DiI-HDL act: 11.3; DAGLB inh: -7.6; PvdQ inh: -8.5; Arr AP2 block: 6.3; PKA-R2B activ: -1.1; SR-BI DiI inh: -11.3; NSD2 inh: -6.1; C-LANA FP: 1.6

How did Cc1c(C(N)=O)sc2ncn(CCOc3ccccc3)c(=O)c12 do in these assays?
Keap1 Nrf2 FP: -0.2; RTF Ca sens inh: 6.5; SR-BI DiI-HDL act: 16.3; DAGLB inh: 0.0; PvdQ inh: -12.2; Arr AP2 block: 7.7; PKA-R2B activ: -4.0; SR-BI DiI inh: -16.3; C-LANA FP: -0.9

What do the screens show for `CCOC(=O)C1=C(C)NC(SCC(=O)Nc2cc(C)on2)=C(C#N)C1c1cccs1` (centres undefined)?
Keap1 Nrf2 FP: 0.2; RTF Ca sens inh: -2.2; SR-BI DiI-HDL act: 4.0; DAGLB inh: 2.7; PvdQ inh: 0.8; Arr AP2 block: 19.9; PKA-R2B activ: 1.2; SR-BI DiI inh: -4.0; NSD2 inh: -5.6; C-LANA FP: -3.3

What do the screens show for `COc1ccc(-c2nc3ccccc3c(=O)n2CCOc2cc(C)ccc2C)cc1`?
Keap1 Nrf2 FP: -0.6; RTF Ca sens inh: -13.8; SR-BI DiI-HDL act: -21.6; DAGLB inh: -2.8; PvdQ inh: -14.8; Arr AP2 block: -13.1; PKA-R2B activ: 1.6; SR-BI DiI inh: 21.6; NSD2 inh: -3.9; C-LANA FP: 1.9

Results for CCN(CC)C(=O)[C@H]1CC(CC(=O)NCc2ccc(OC)c(OC)c2)C(=O)N2CCc3c([nH]c4ccccc34)[C@]12C (some centres undefined) ?
Keap1 Nrf2 FP: -0.8; RTF Ca sens inh: -0.8; SR-BI DiI-HDL act: 4.1; DAGLB inh: -1.4; PvdQ inh: 1.5; Arr AP2 block: 36.5; PKA-R2B activ: 5.7; SR-BI DiI inh: -4.1; C-LANA FP: -0.6

What do the screens show for `Clc1ccc(-n2ncc3c(NCc4ccc5c(c4)OCO5)ncnc32)cc1`?
Keap1 Nrf2 FP: -3.3; RTF Ca sens inh: 1.4; SR-BI DiI-HDL act: 11.9; DAGLB inh: -1.9; PvdQ inh: -18.4; Arr AP2 block: -5.5; PKA-R2B activ: 3.3; SR-BI DiI inh: -11.9; NSD2 inh: -1.0; C-LANA FP: -0.2

Results for COC(=O)C(NC(=O)c1ccccc1)(Nc1nc(C)cs1)C(F)(F)F (centres undefined) ?
Keap1 Nrf2 FP: -2.2; RTF Ca sens inh: -2.1; SR-BI DiI-HDL act: 19.5; DAGLB inh: -0.4; PvdQ inh: 2.8; Arr AP2 block: 6.5; PKA-R2B activ: -8.5; SR-BI DiI inh: -19.5; NSD2 inh: -0.8; C-LANA FP: 0.4

How did CCOc1ccccc1OC(=O)CN1C(=O)c2ccccc2C1=O do in these assays?
Keap1 Nrf2 FP: -1.0; RTF Ca sens inh: -5.7; SR-BI DiI-HDL act: -9.5; DAGLB inh: 0.7; PvdQ inh: 1.4; Arr AP2 block: 15.7; PKA-R2B activ: 5.3; SR-BI DiI inh: 9.5; NSD2 inh: -3.6; C-LANA FP: 0.3

Results for COc1ccc(N(C(=O)Cn2nnc3ccccc32)C(C(=O)NCc2ccco2)c2ccc(C)o2)cc1 (centres undefined) ?
Keap1 Nrf2 FP: -3.9; RTF Ca sens inh: 8.3; SR-BI DiI-HDL act: 12.0; DAGLB inh: -4.2; PvdQ inh: 4.5; Arr AP2 block: 8.0; PKA-R2B activ: -0.7; SR-BI DiI inh: -12.0; NSD2 inh: 3.2; C-LANA FP: 1.3

Results for Cc1cc(=O)oc2cc(NC(=O)c3cccc(S(=O)(=O)N(C)C)c3)ccc12 ?
Keap1 Nrf2 FP: -2.8; RTF Ca sens inh: 8.4; DAGLB inh: 0.5; PvdQ inh: -13.8; Arr AP2 block: -4.1; PKA-R2B activ: 1.2; NSD2 inh: -0.6; C-LANA FP: 1.2

What do the screens show for `FC(F)(F)c1ccc(CSc2ccccn2)cc1`?
Keap1 Nrf2 FP: -7.5; RTF Ca sens inh: -20.4; SR-BI DiI-HDL act: -9.0; DAGLB inh: -4.5; PvdQ inh: -14.8; Arr AP2 block: -3.1; PKA-R2B activ: -20.0; SR-BI DiI inh: 9.0; NSD2 inh: -1.4; C-LANA FP: 1.9

What do the screens show for `Clc1ccc(CSc2snnc2-c2ccccc2)c(Cl)c1`?
Keap1 Nrf2 FP: -0.3; RTF Ca sens inh: 1.8; SR-BI DiI-HDL act: -12.4; DAGLB inh: -12.2; PvdQ inh: 7.9; Arr AP2 block: 13.6; PKA-R2B activ: -0.9; SR-BI DiI inh: 12.4; NSD2 inh: -2.7; C-LANA FP: -0.8

Results for Cc1nc2ccc(Cl)cc2c(-c2ccccc2)c1C(=O)N(C)C ?
Keap1 Nrf2 FP: -3.8; RTF Ca sens inh: -4.9; SR-BI DiI-HDL act: 6.1; DAGLB inh: -0.5; PvdQ inh: -19.3; Arr AP2 block: 4.2; PKA-R2B activ: -0.4; SR-BI DiI inh: -6.1; NSD2 inh: 0.7; C-LANA FP: 1.7

How did O=C(Nc1cccc(F)c1)C1CCCN1S(=O)(=O)c1cccc2cccnc12 (centres undefined) do in these assays?
Keap1 Nrf2 FP: -4.3; RTF Ca sens inh: -2.4; SR-BI DiI-HDL act: 2.5; DAGLB inh: -0.6; PvdQ inh: -5.7; Arr AP2 block: 7.0; PKA-R2B activ: 1.8; SR-BI DiI inh: -2.5; C-LANA FP: 0.5

How did CCOc1ccccc1CNC(=O)CCC(=O)N1Cc2ccccc2Oc2ncccc21 do in these assays?
Keap1 Nrf2 FP: -3.2; RTF Ca sens inh: -4.1; SR-BI DiI-HDL act: -19.0; DAGLB inh: 1.1; PvdQ inh: 13.2; Arr AP2 block: -7.0; PKA-R2B activ: 0.7; SR-BI DiI inh: 19.0; NSD2 inh: -0.1; C-LANA FP: -1.7

How did COc1ccc([N+](=O)[O-])cc1NC(=O)CSc1nncn1-c1ccccc1 do in these assays?
Keap1 Nrf2 FP: 2.4; RTF Ca sens inh: 18.7*; SR-BI DiI-HDL act: -35.8; DAGLB inh: 0.8; PvdQ inh: 8.6; Arr AP2 block: 9.3; PKA-R2B activ: 8.2; SR-BI DiI inh: 35.8; NSD2 inh: 0.5; C-LANA FP: 1.4

What do the screens show for `Cc1cc(C)n(C(=O)c2ccc(C)c(Br)c2)n1`?
Keap1 Nrf2 FP: -0.5; RTF Ca sens inh: -1.8; SR-BI DiI-HDL act: -13.1; DAGLB inh: -9.7; PvdQ inh: 8.7; Arr AP2 block: 29.2; PKA-R2B activ: 1.6; SR-BI DiI inh: 13.2; NSD2 inh: -0.7; C-LANA FP: 1.7

How did O=C1CCNCCN1[C@H](CO)Cc1ccccc1 do in these assays?
Keap1 Nrf2 FP: -0.9; RTF Ca sens inh: -10.8; SR-BI DiI-HDL act: -3.2; DAGLB inh: -0.2; PvdQ inh: -3.3; Arr AP2 block: 3.2; PKA-R2B activ: -2.4; SR-BI DiI inh: 3.2; C-LANA FP: -1.4

Results for COc1ccc(N(CC(=O)N2CCN(Cc3ccccc3)CC2)S(C)(=O)=O)cc1 ?
Keap1 Nrf2 FP: 4.1; RTF Ca sens inh: -9.1; SR-BI DiI-HDL act: 6.0; DAGLB inh: 0.3; PvdQ inh: 0.4; Arr AP2 block: 9.5; PKA-R2B activ: -0.6; SR-BI DiI inh: -6.0; NSD2 inh: -2.4; C-LANA FP: 0.1

How did C=CCc1cccc2cc(C(=O)NNC(=O)c3ccncc3)c(=O)oc12 do in these assays?
Keap1 Nrf2 FP: -4.8; RTF Ca sens inh: 0.3; SR-BI DiI-HDL act: -11.1; DAGLB inh: -0.8; PvdQ inh: -9.1; Arr AP2 block: -18.1; PKA-R2B activ: 4.8; SR-BI DiI inh: 11.1; NSD2 inh: 2.1; C-LANA FP: 0.9

How did CCNC(=O)NC(=O)COC(=O)c1ccccc1SCC(=O)NC(=O)NCC do in these assays?
Keap1 Nrf2 FP: -7.6; RTF Ca sens inh: 0.0; SR-BI DiI-HDL act: -44.4; DAGLB inh: 1.2; PvdQ inh: -29.9; Arr AP2 block: -4.0; PKA-R2B activ: 2.8; SR-BI DiI inh: 44.4; NSD2 inh: 2.7; C-LANA FP: -0.4

Results for COc1ccc(C)cc1S(=O)(=O)N1CCN(S(=O)(=O)c2cc(C(=O)O)ccc2C)CC1 ?
Keap1 Nrf2 FP: -2.3; RTF Ca sens inh: -3.5; SR-BI DiI-HDL act: 23.7; DAGLB inh: 1.4; PvdQ inh: -5.6; Arr AP2 block: 6.5; PKA-R2B activ: -7.2; SR-BI DiI inh: -23.7; NSD2 inh: 1.2; C-LANA FP: -1.3

Copied from the listing for reference:
How did O=C1CCNCCN1[C@H](CO)Cc1ccccc1 do in these assays?
Keap1 Nrf2 FP: -0.9; RTF Ca sens inh: -10.8; SR-BI DiI-HDL act: -3.2; DAGLB inh: -0.2; PvdQ inh: -3.3; Arr AP2 block: 3.2; PKA-R2B activ: -2.4; SR-BI DiI inh: 3.2; C-LANA FP: -1.4

Results for COc1ccc(N(CC(=O)N2CCN(Cc3ccccc3)CC2)S(C)(=O)=O)cc1 ?
Keap1 Nrf2 FP: 4.1; RTF Ca sens inh: -9.1; SR-BI DiI-HDL act: 6.0; DAGLB inh: 0.3; PvdQ inh: 0.4; Arr AP2 block: 9.5; PKA-R2B activ: -0.6; SR-BI DiI inh: -6.0; NSD2 inh: -2.4; C-LANA FP: 0.1

High-throughput results from PubChem.
